Screens from PubChem.
CF NFkB inh – inhibitors of PAF-induced NF-kB signaling, primary screen, cell-based, GFP fluorescence, uHTS; KKLEB NF-kB-GFP reporter, GFP fluorescence overnight; 360,000 compounds, 0.86% hits; inhibition, % at 5 µM;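 active = at least 50% inhibition at 5 µM, scaled per plate between neutral and stimulator controls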;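 note: PAF is a Pseudomonas aeruginosa culture filtrate used as stimulus; plate controls were PAF-stimulated DMSO wells for no effect and unstimulated DMSO wells for full effect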
KKLEB cytotox – cytotoxicity in KKLEB CF airway cells, primary screen, cytotoxicity control for CF NF-kB inhibitor project, cell-based, uHTS, fluorescence assay plates; KKLEB CF airway cells viability, ATPlite luminescence, overnight; active compounds read low; cells stimulated with P. aeruginosa culture filtrate; activity change (cytotoxicity), % at 5 µM; 360,000 compounds, 0.36% hits; AID 602141, 2011;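 active = corrected activity change at or below -50% at 5 µM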
NR2E3 ag-1 – inhibitors of NR2E3-RetCOR corepressor binding, primary screen, NR2E3 agonist project, biochemical, TR-FRET, GST-NR2E3, biotin-RetCOR; AID 2300, 2010; inhibition of corepressor binding, % at 4.78 µM; 320,000 compounds, 0.12% hits; 1536-well; Photoreceptor-specific nuclear receptor (Homo sapiens), Q9Y5X4;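 active = percent inhibition above the cutoff of mean plus 3 SD of all tested compounds, set per screening campaign, cut at about 20% in these data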;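 note: 0% = DMSO wells and 100% = biotin wells as full block of FRET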
Target sequence (Q9Y5X4 whole entry, looked up): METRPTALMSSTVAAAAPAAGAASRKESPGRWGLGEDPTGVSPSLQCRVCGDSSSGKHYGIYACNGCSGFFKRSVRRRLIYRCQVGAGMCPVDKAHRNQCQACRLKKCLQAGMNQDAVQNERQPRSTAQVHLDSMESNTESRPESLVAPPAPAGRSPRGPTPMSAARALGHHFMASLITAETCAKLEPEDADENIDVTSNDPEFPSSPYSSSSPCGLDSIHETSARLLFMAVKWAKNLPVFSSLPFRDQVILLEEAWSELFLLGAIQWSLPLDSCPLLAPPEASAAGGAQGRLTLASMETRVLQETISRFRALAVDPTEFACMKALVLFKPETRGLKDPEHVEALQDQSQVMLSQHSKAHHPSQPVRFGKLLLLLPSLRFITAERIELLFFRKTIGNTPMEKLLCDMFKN
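System: GST-tagged NR2E3 plus biotinylated RetCOR corepressor; Buffer or medium: pH 7.5 Tris-based buffer; Probe or stimulus: RetCOR corepressor, biotinylated, 7 nM; Doses: compound at 4.8 µM, single dose; Schedule: 5 h incubation at 4 °C; Technique: time-resolved FRET; Evaluation: percent inhibition of TR-FRET ratio; Replication: one well per compound, singlicate testing.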
Peg3 prom inh – Peg3 promoter-driven luciferase inhibitors, primary screen, cell-based, HeLa, luciferase luminescence. HeLa PEG-Prom luciferase reporter, overnight. inhibition, % at 20 µM. 360,000 compounds, 1.7% hits. AID 588405, 2011;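 active = inhibition of at least 50% at 20 µM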
HIF-2a block – HIF-2a reporter inhibitors, primary screen, luminescence, 786-0 RCC cells | 786-0 RCC cells HIF-2a reporter, luciferase luminescence, overnight | inhibition, % at 18.8 µM | 360,000 compounds, 0.72% hits;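 active = inhibition of the luminescence signal of 40% or more relative to plate controls, in a single-dose primary screen at 18.75 µM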
PDI turbidity – inhibitors of human PDI, primary screen, biochemical, turbidity, single point, plate reader | Protein disulfide-isomerase (Homo sapiens), P07237 | inhibition, % at 10 µM | PDI insulin aggregation turbidity, A650, 90 min | 350,000 compounds, 0.052% hits;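 active = mean inhibition across replicates of 30% or more, whatever share of single replicates reach that level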;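 note: absorbance from insulin aggregation driven by PDI reduction with DTT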
Target sequence (P07237 whole entry, looked up): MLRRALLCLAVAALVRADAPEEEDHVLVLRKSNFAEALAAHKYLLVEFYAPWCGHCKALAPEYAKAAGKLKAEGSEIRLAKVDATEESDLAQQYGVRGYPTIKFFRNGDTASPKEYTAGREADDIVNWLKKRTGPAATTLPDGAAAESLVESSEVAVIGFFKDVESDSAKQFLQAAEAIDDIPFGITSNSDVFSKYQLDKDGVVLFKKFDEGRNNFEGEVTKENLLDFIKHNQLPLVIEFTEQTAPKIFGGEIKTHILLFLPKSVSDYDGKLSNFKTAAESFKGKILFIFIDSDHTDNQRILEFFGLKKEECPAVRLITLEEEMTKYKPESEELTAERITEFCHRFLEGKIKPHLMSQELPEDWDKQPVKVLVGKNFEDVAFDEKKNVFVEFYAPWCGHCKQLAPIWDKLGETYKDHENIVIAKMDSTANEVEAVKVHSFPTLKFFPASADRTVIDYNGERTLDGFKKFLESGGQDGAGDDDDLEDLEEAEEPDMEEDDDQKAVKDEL
NR2E3 ag-2 – NR2E3 agonists in two-hybrid cells, primary screen, cell-based, luminescence, CHO-S, Gal4-NCOR/VP16-NR2E3 | 360,000 compounds, 0.35% hits | AID 602229, 2012 | Photoreceptor-specific nuclear receptor (Homo sapiens), Q9Y5X4 | inhibition of corepressor binding, % at 3.98 µM | luciferase;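 active = inhibition above the mean of all tested compounds plus 3 SD, cut at about 70% in these data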;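 note: 0% = DMSO with NR2E3 transfected cells and 100% = cells lacking NR2E3 construct; higher means lower luciferase signal from less NR2E3 corepressor binding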
TRPM1 prom inh – inhibitors of MITF-dependent TRPM1 promoter reporter, primary screen, cell-based, SK-MEL-5, single point, luciferase. SK-MEL-5 TRPM1 promoter luciferase, 24 h. inhibition, % at 12.5 µM. 330,000 compounds, 0.83% hits. AID 488899, 2010;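 active = mean inhibition across replicates of 60% or more, whatever share of single replicates reaches that level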; note: values of inactives mirror those of a sister screen read the other way
CaV13 FRET inh – Primary screen for inhibitors of IQ motif and Ca2+-dependent inactivation inhibitor domain binding in CACNA1D, Förster resonance energy transfer in living cells, …. AID 743397. inhibition, % at 12.3 µM. HEK cells, CFP/YFP FRET ICDI-IQ, plate reader, 10 min; percent FRET-ratio fall versus neutral wells. 340,000 compounds, 0.098% hits;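 active = mean replicate inhibition of at least 30% and at least 1% of replicates passing that level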;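 note: 0% = median of the neutral control wells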
Shn3 inh set2 – reduction of Shn3 3'UTR firefly luciferase signal, primary screen, Schnurri-3 inhibitor project, cell-based, Clone20 osteoblasts, set 2 | inhibition, % at 12.5 µM | Clone20 osteoblast Shn3 3'UTR firefly luciferase, 24 h | 360,000 compounds, 0.52% hits;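 active = mean inhibition of at least 75% with every replicate also reaching 75%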;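 note: 0% = median of neutral control wells and 100% = pilot-screen positive control compound; some compounds past the cut are filed as inactive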
Vif inh – HIV Vif self-association inhibitors, primary screen, imaging, HEK293T, single point; HEK293T cells, Vif self-association by quenched fluorescence, 24 h; inhibition, % at 7.49 µM; 340,000 compounds, 0.35% hits; AID 602346, 2012; in the data active = inhibition above about 50%, passing the limit was not always enough; note: some results filed as inactive read as strong as hits
* marks the source's active call; other numbers are inactive results; i = inactive; . = not tested or not shown.

SMILES | CF NFkB inh | KKLEB cytotox | NR2E3 ag-1 | Peg3 prom inh | HIF-2a block | PDI turbidity | NR2E3 ag-2 | TRPM1 prom inh | CaV13 FRET inh | Shn3 inh set2 | Vif inh
O=C(OCC(=O)c1c[nH]c2ccccc12)c1cc(Br)ccc1O | -10 | 6 | 1 | -58 | -10 | -1 | -59 | -13 | -3 | -4 | -1
C=CCN(Cc1ccc(Br)s1)C(=O)c1ccc(OCc2c(C)noc2C)cc1 | -11 | 3 | . | 23 | 15 | -1 | 12 | . | -3 | 5 | -17
Cc1ccc(C(=O)/C=C\C(=O)c2ccc(C)cc2)cc1 | 16 | -24 | -3 | 8 | -75 | 5 | -47 | -5 | -3 | 23 | 3
CSc1ncc(C(=O)Nc2ccc(Br)cn2)c(C)n1 | -11 | 2 | . | -67 | -87 | -26 | -53 | -12 | -4 | -28 | -7
CC1CCCC/C1=N\NS(=O)(=O)c1ccc(Br)cc1 (configuration not stated) | -3 | 6 | 2 | 12 | 12 | -8 | -12 | -3 | -5 | -35 | 15
COc1cc(C#Cc2c(-c3cncn3C)n(C)c3ccc(-c4cnc(OC)nc4)cc23)cc(OC)c1 | 33 | -7 | 2 | 44 | 4 | 17 | 10 | 13 | -11 | 60 | 22
COc1ccc(C(=O)N/N=C/c2ccc(OC(=O)c3cccs3)cc2)cc1 | 0 | 8 | 0 | -38 | -30 | -5 | -7 | -11 | -5 | -19 | 3
CC(CCc1ccccc1)NC(=O)c1cc2sccc2n1C (configuration not stated) | -20 | -7 | 4 | -29 | -107 | -12 | -22 | -16 | -3 | 19 | 4
OCC[C@@H]1C[C@@H](O)[C@H](O)[C@@]2(OCCc3ccccc32)O1 | -19 | -6 | -3 | 2 | -1 | 6 | 8 | -10 | -5 | 4 | -5
CCn1nc(-c2ccccc2)c2nc3ccccc3nc21 | 0 | 0 | 2 | -9 | -13 | -12 | 10 | 11 | -1 | 9 | i

Next part (two carried over from the part before).
SMILES | CF NFkB inh | KKLEB cytotox | NR2E3 ag-1 | Peg3 prom inh | HIF-2a block | PDI turbidity | NR2E3 ag-2 | TRPM1 prom inh | CaV13 FRET inh | Shn3 inh set2 | Vif inh
OCC[C@@H]1C[C@@H](O)[C@H](O)[C@@]2(OCCc3ccccc32)O1 | -19 | -6 | -3 | 2 | -1 | 6 | 8 | -10 | -5 | 4 | -5
CCn1nc(-c2ccccc2)c2nc3ccccc3nc21 | 0 | 0 | 2 | -9 | -13 | -12 | 10 | 11 | -1 | 9 | i
O=S(=O)(c1ccc(NC(=S)N/N=C/c2ccc(Oc3ccccc3)cc2)cc1)N1CCOCC1 | 14 | -15 | 5 | 9 | 10 | -8 | 3 | -2 | -3 | 11 | 3
O=C(Nc1cccc(C(F)(F)F)c1)Nn1cnnc1 | 20 | -3 | . | 3 | 14 | -7 | 5 | -1 | -2 | 6 | 1
CC(C)c1nc2c(s1)CCc1onc(-c3cccc([N+](=O)[O-])c3)c1-2 | 3 | 6 | -2 | 5 | 6 | -4 | -43 | 0 | -13 | 4 | -2
CCN(CC(=O)NCc1ccc(F)cc1)C(=O)C1CCN(C(=O)Nc2ccccc2)CC1 | 5 | -2 | 4 | -6 | -40 | -17 | -16 | 7 | -4 | -2 | 9
CCOC(=O)N1CCC(N2Cc3cccc(C(=O)NCc4ccccn4)c3C2=O)CC1 | -22 | -3 | 1 | 25 | 8 | . | -18 | -11 | -7 | -5 | 1
O=C(Nc1ccc(F)cc1)Nc1nnc(-c2ccncc2)s1 | 85* | -48 | -4 | -13 | -43 | 9 | -10 | -15 | . | -6 | -10
COc1ccc(Nc2nc(N)c([N+](=O)[O-])c(N3CCN(C)CC3)n2)cc1 | 16 | 3 | 4 | 3 | 11 | -1 | -7 | 1 | -16 | 1 | -1
COc1ccc(CCC(C(O)C(F)(F)F)S(=O)c2ccccc2)cc1 (configuration not stated) | 8 | 0 | -3 | 11 | 11 | 3 | 1 | -3 | -13 | -37 | .
N#Cc1c(-c2ccccc2)nc(SCC(=O)N(c2ccccc2)c2ccccc2)[nH]c1=O | 18 | 12 | 4 | -2 | 15 | 15 | -40 | 11 | -3 | -1 | 1
CC1(C)CC(NC(=O)c2ccccn2)CC(C)(C)N1O | -8 | 12 | -1 | 7 | 22 | -1 | -1 | 1 | -6 | 18 | -2
Cc1cc(C)c(C)c(OCCCOc2cccc3cccnc23)c1 | 9 | -4 | 2 | -28 | 0 | 10 | -44 | 6 | -5 | -12 | -3
C[C@H](CO)N1C[C@H](C)[C@@H](CN(C)S(=O)(=O)c2cn(C)cn2)Oc2ccc(NC(=O)Cc3ccccc3)cc2C1=O | -4 | 14 | . | -4 | 0 | 2 | -25 | -9 | -11 | 0 | .
CCc1nc2c(OCc3cc(Cl)cc(Cl)c3)cccn2c1N(C)C(=O)CC(C)C | 1 | -14 | . | 29 | 4 | 3 | 11 | . | -7 | 20 | -1
COc1ccc(S(=O)(=O)N2CCCC(C(=O)NCc3cccnc3)C2)cc1C (configuration not stated) | -6 | -2 | . | 9 | 18 | 0 | 38 | . | -5 | 6 | 5
COCCc1nn2c(=O)cc(COC(=O)c3cc(OC)c(OC)c(OC)c3)nc2s1 | 2 | 2 | 1 | 12 | 9 | 9 | -11 | -1 | -3 | -6 | -5
Cc1ccc(C2C(/C=C3/SC(=S)NC3=O)=C(c3cccs3)Oc3ccccc32)cc1 (configuration not stated) | 64* | -38 | 0 | 46 | -45 | -2 | 74* | 8 | -9 | 22 | -12
Nc1ccccc1-c1n[nH]c(=S)s1 | -4 | -3 | . | -21 | -96 | -4 | -62 | -26 | . | 7 | 3
COc1cc2[nH]c(=O)n(CCCCCC(=O)NCCc3c[nH]c4ccccc34)c(=O)c2cc1OC | -2 | -4 | 0 | 18 | 10 | 3 | -10 | 10 | -5 | 17 | -7
CN(C)N1C(N)=C(C#N)C(c2ccc(F)cc2)C2=C1CCCC2=O (configuration not stated) | -9 | 19 | -3 | -6 | 25 | -14 | -22 | -4 | -4 | 6 | -1
O=C(NCC(=O)N1CCN(Cc2ccccc2)CC1)c1ccc(Br)cc1 | 8 | -5 | -2 | 13 | 11 | -4 | -8 | -2 | . | 11 | -1
N#Cc1c(N)nc2c3c(sc(=N)c2c1N)NC(=O)CC3c1c(F)cccc1Cl (configuration not stated) | -15 | 12 | 2 | 20 | 23 | -5 | -10 | 10 | -4 | 4 | -2
Cc1[nH]c2ccccc2c1/C=C/C(=O)c1ccncc1 | 4 | 8 | 4 | -14 | -20 | 2 | 11 | -50 | -8 | 10 | -12
COc1ccc(NC(=O)c2sc(=O)n(Cc3ccc4ccccc4c3)c2C)cc1OC | -52 | 14 | . | 7 | -4 | -1 | -22 | . | -9 | 7 | 3
CNC(=O)NNC(=O)c1nc(-c2ccccc2)c(C)o1 | -9 | 6 | -3 | 8 | 16 | 7 | -3 | . | -2 | 0 | 7
CS(=O)(=O)Nc1cccc(C2=NN(S(=O)(=O)c3ccccc3)C(c3ccco3)C2)c1 (configuration not stated) | 0 | -4 | 6 | 7 | 1 | 9 | -5 | 4 | -3 | -106 | -7
CS(=O)(=O)c1ccc(S(=O)(=O)N2CCC(CO)(CCCc3ccccc3)CC2)cc1 | 29 | -3 | 1 | 22 | 7 | -3 | 3 | 0 | -2 | 24 | -6
Cc1cccc(-c2nnc(SCC(=O)Nc3ncccn3)n2C)c1 | 6 | 0 | 1 | -9 | 20 | -14 | 6 | 2 | 0 | -4 | -7
COc1ccc2nc(NC(=O)C3COc4ccccc4O3)sc2c1 (configuration not stated) | -40 | 0 | 4 | -300 | -144 | 9 | -182 | -72 | -5 | -55 | -1
Cc1ccc(C(=O)NCC(=O)Nc2ccncc2)s1 | -42 | 10 | 0 | 11 | 14 | -4 | 6 | 6 | -6 | 18 | -9
COc1ccc(CCNC(=O)/C(=C/c2cccnc2)NC(=O)c2ccccc2)cc1OC | -9 | 4 | 9 | 11 | 12 | 1 | 15 | 1 | -4 | -10 | 6
COC(=O)C1CCN(C(=O)COC(=O)CC(NC(N)=O)c2ccc(Cl)cc2)CC1 (configuration not stated) | -5 | -7 | -3 | -15 | 20 | 9 | 12 | 7 | -5 | -18 | 18
COCCn1c(C)cc(C(=O)COC(=O)C23CC4CC(CC(O)(C4)C2)C3)c1C | 21 | -2 | 2 | -87 | -48 | 8 | -61 | -2 | -4 | -9 | 11
CCOc1cc(C(=O)OCC(=O)Nc2cccc(S(=O)(=O)NC3=NCCCCC3)c2)cc(OCC)c1OCC | -13 | -21 | . | 14 | 15 | -2 | 0 | 16 | -3 | 26 | 3
CN(C)c1nc2c(c(=O)[nH]c(=O)n2C)n1CCCc1ccccc1 | -4 | 4 | 0 | 43 | 15 | 9 | 0 | 10 | 4 | 18 | -5
CCC(=O)Oc1ccc(C(=O)Nc2cccc(C(=O)NC(C)(C)C)c2)cc1 | -3 | -5 | 6 | -1 | 1 | 5 | -14 | -1 | -6 | -10 | 4
O=C(NCc1nnnn1-c1ccc(F)c(F)c1)c1ccc2c(c1)OCO2 | 2 | -4 | -4 | 3 | 16 | 2 | 4 | 7 | -1 | -11 | -12
COCCNC(=O)/C(C#N)=C/c1c(N2CC(C)OC(C)C2)nc2ccccn2c1=O (configuration not stated) | 8 | 0 | 2 | 0 | 13 | -5 | -2 | 3 | -1 | -1 | -2
O=c1[nH]nc(CNc2ccc(OC(F)(F)F)cc2)c2ccccc12 | -38 | 6 | -1 | -101 | -114 | -2 | -42 | -46 | -1 | 2 | -10
Cc1nnc(NC(=O)NCN2C(=O)C3C4C=CC(C4)C3C2=O)s1 (configuration not stated) | -8 | 6 | -2 | -3 | 18 | 3 | 16 | 0 | -4 | -20 | -1
CCCCn1c(N)c(N(Cc2ccccc2OC)C(=O)C2=COCCO2)c(=O)[nH]c1=O | 10 | -7 | -4 | 0 | 9 | -2 | 14 | 4 | -6 | -1 | 12
O=C(COC(=O)c1ccc(Cl)nc1)NC1CCCc2ccccc21 (configuration not stated) | 8 | 17 | . | 1 | 4 | 7 | -12 | -7 | -6 | -1 | 11
CCOC(=O)c1cn2nc(N3CCCCC3)ccc2n1 | -2 | -6 | -2 | -5 | -81 | -2 | -103 | 16 | -5 | 30 | -3
